HT1080-NT tox – kills 2HG-producing HT-1080-NT fibrosarcoma cells; 360,000 compounds, 1.6% hits; AID 686970; HT-1080-NT fibrosarcoma viability, CellTiter-Glo ATP luminescence, 48 h; Potency, µM (titrated, usually from 46.1 µM), for the others: at the top dose activity, negative = less viability, most hits filed as cytotoxic;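 further: NT is the 2HG producing partner of a matched IDH1 knockdown line; potency means the concentration at half of the fitted maximal effect; 0% = DMSO-treated cells and -100% = media-only wells without cells; nearly all actives have a fitted effect of over 55% in size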
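Viability of the 2HG-overproducing fibrosarcoma line after 48 hours of compound exposure at 37 degrees C was determined by luminescence with CellTiter-Glo, and concentration-effect curves were then fitted and categorized.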
HT1080 IDH1KD tx – kills HT-1080 cells with IDH1 knockdown; HT-1080 IDH1 knockdown viability, ATP luminescence, 48 h; Potency, µM (series often up to 46.1 µM), for the others: at the highest dose activity, negative = toxicity, usual class: cytotoxic; 360,000 compounds, 2% hits;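 further: potency means the concentration at half of the fitted maximal effect; 0% = DMSO wells and -100% = cell-free medium wells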
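Viability of IDH1-knockdown HT-1080 fibrosarcoma cells was assessed by CellTiter-Glo after 48 h at 37 °C with titrated compound; concentration-effect curves were classified by fit quality and response size.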
HEK293 tox – cytotoxicity counter-screen for GLP-1 receptor inverse agonists; HEK293 cAMP-luciferase reporter cells, luminescence, 24 h; Potency, µM (doses to about 38.3 µM), inactives show top-dose activity change, negative = inhibition, usual class: inhibitors; 410,000 compounds, 0.13% hits; AID 624418;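 further: loss of luciferase light is scored as toxicity; potency means the concentration at half of the fitted maximal effect; on the % scale 0 is the no-effect control and ±100 the full control effect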
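Quantitative HTS format, 1536 wells, 200 cells/uL seeded. Compounds: 23 nL, 24 h, 37 °C. Detection: luciferase reagent, luminescence at 12 min RT; decreased signal taken as cytotoxic.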
MCF10A rereplic – inducers of DNA re-replication in MCF 10A breast cells | MCF 10A DNA re-replication, Hoechst nuclear intensity, 48 h | Potency, µM (series often up to 46.1 µM), without a hit: at the top dose activity, positive = re-replication, hits mostly activators | 350,000 compounds, 2.9% hits; further: potency means the concentration at half of the fitted maximal effect; % of control where 0% means no effect; nearly all actives have a fitted effect of over 50% in size
DRD3 agonist – D3 dopamine receptor (human) agonism; P35462; D3R DiscoveRx beta-arrestin cells, luminescence, 90 min; max activation, %; 410,000 compounds, 0.58% hits; AID 652048; in the data active means max activation above about 30%; further: 0% is about no effect; mostly tested at two doses, the higher about 12 µM
Target sequence (P35462 whole entry, looked up): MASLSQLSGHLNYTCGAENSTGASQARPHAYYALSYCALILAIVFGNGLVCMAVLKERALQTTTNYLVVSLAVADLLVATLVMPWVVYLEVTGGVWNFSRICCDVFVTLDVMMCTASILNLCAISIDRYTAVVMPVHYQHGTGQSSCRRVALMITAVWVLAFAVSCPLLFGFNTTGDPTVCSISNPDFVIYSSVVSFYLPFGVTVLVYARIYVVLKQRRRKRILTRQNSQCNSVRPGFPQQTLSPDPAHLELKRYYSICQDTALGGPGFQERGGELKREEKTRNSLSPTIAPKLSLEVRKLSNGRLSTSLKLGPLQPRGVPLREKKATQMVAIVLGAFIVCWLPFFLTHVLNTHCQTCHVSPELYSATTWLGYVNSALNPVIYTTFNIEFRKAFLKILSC
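Agonist-mode cell screen: cells plated at 1500/well and incubated overnight at 37 °C, then exposed to library compounds for 90 min at 37 °C. Detection reagent was added for 30–60 min at room temperature, and luminescence was read.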
SW480 rereplic – DNA re-replication induction in SW480 cells. Potency, µM (doses to about 46.1 µM), for inactives: at the highest dose re-replication activation, actives largely listed as activators. 340,000 compounds, 1.8% hits. SW480 DNA re-replication, Hoechst DNA content imaging, 48 h. AID 624297; further: potency means the concentration at half of the fitted maximal effect; % of control where 0% means no effect; nearly all actives have a fitted effect of over 55% in size
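DNA re-replication was detected as more nuclei of elevated Hoechst intensity after 48 hr exposure to compound (23 nL pinned per well of 250 cells).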
IL-1B inflam inh – inflammasome signaling inhibition, IL-1 beta readout. THP-1 LPS/ATP IL-1B secretion, AlphaLISA, 16 h; stronger effect = lower value. activity change, % at 57.5 µM. 360,000 compounds, 4.7% hits; in the data active means activity change below about -50%; inconclusive means mostly about -30% to -49%; further: on the % scale 0 is the no-effect control and ±100 the full control effect
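Secreted IL-1B measured by AlphaLISA bead assay after 16 h compound exposure of THP-1 cells; compounds (final up to 57.5 uM) added 1 h before LPS (250 ng/mL) and ATP (1.25 mM) stimulation; lower signal means less secretion.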
KB-3-1 cytotox – KB-3-1 parental cell cytotoxicity. KB-3-1 viability, CellTiter-Glo ATP luminescence, 72 h. 400,000 compounds, 1.4% hits. Potency, µM (highest dose often 46.1 µM), for inactives: at the top dose activity change, negative = cytotoxic, hits mostly cytotoxic; further: potency means the concentration at half of the fitted maximal effect; on the % scale 0 is the no-effect control and ±100 the full control effect; nearly all actives have a fitted effect of over 60% in size
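Using CellTiter-Glo luminescence, growth of non-resistant KB-3-1 adenocarcinoma cells is assessed 72 h after pin-tool compound addition at 37 °C. Normalized responses across the concentration series yield fitted curves.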
KB-V1 cytotox – kills drug-selected multidrug resistant KB-V1 cells. KB-V1 MDR cells viability, CellTiter-Glo, 72 h. AID 1347076. 400,000 compounds, 3.4% hits. Potency, µM (series often up to 46.1 µM), for inactives: at the top dose activity change, negative = cytotoxicity, most hits filed as cytotoxic; further: potency means the concentration at half of the fitted maximal effect; on the % scale 0 is the no-effect control and ±100 the full control effect; nearly all actives have a fitted effect of over 60% in size
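Drug-selected KB-V1 cells, grown in DMEM lacking phenol red with 10% FBS, receive compound titrations; after three days at 37 degrees C, surviving cell ATP is quantified by CellTiter-Glo luminescence and responses normalized and curve-fitted.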
Active calls of the source: *; ? = inconclusive; . = not tested or not shown; & = joins results of further samples; [ ] = another dose, or the depositor's remark. Unless noted, the call rests on the fitted dose curve; in most records, active means well fitted curve in the direction sought with a large enough effect; inconclusive means small, poorly fitted or top-dose-only effect, or another doubt; inactive means no such curve, though single readings can be large; an effect the other way counts as inactive or inconclusive.

SMILES | HT1080-NT tox | HT1080 IDH1KD tx | HEK293 tox | MCF10A rereplic | DRD3 agonist | SW480 rereplic | IL-1B inflam inh | KB-3-1 cytotox | KB-V1 cytotox
Cc1ccc(-n2nc(C)c3c(C)c(CCC(=O)NCc4ccco4)c(C)nc32)cc1 | -1% | -1% | 2% | ? | 0 | 2% | -22 | -9% | -16%
CN(C)CCN(C(=O)c1ccc2ccccc2c1)c1nc2cc3c(cc2s1)OCO3 | -10% | -5% | 1% | . | -3 | . | -5 | 0% | 6%
Cc1cccc(C(=O)NNC(=O)c2cccc([N+](=O)[O-])c2)c1 | 3% | 16% | 1%[7.66 µM] | 5% | 3 | -7% | 15 | 5% | 0%
O=C(Oc1ccc(F)cc1)c1cccnc1 | 3% | 20% | -6% | 0% | 3 | -13% | 6 | 3% | 4%
CCOC(=O)C1CCCN(C(=O)c2ccc(C)c(NC(=O)C3=C(C)OCCS3)c2)C1 (configuration not stated) | 4% | 7% | 9% | 2% | 15 | 0% | 15 | -4% | ?
CCOc1ccc(OCC)c(NC(=O)C2COc3ccccc3O2)c1 (configuration not stated) | 2% | -11% | 10% | ? | -2 | 2% | 17 | -3% | 21µM*
O=C(Nc1ccc(OC(F)(F)F)cc1)c1cnccn1 | -14% | -2% | 0% | ? | 6 | ? | 8 | 2% | ?
Cc1nnc(NC(=O)c2ccc(S(=O)(=O)N3CCCCC3C)cc2)o1 (configuration not stated) | -5% | -14% | 0% | 15% | 0 | 17% | -10 | -8% | ?
CCOC(=O)N1CCN(Cc2nc(N)nc(Nc3ccc(C)cc3)n2)CC1 | 3% | 1% | -29% | 4% | -1 | -5% | -6 | -15% | -3%
CS(=O)(=O)NNC(=O)c1csc(Cc2c(Cl)sc3ccc(Cl)cc23)n1 | -14% | -27% | 10% | ? | 19 | 15% | 9 | 16% | ?
COc1ccc(C2CC(c3ccc(Br)cc3)=NN2C(=O)CSC2=NN3CCCC(=O)N=C3S2)cc1 (configuration not stated) | 21% | 11% | -7% | 10% | -3 | -12% | 0 | 13% | 17%
COc1cc(-n2c(=O)c3ccccc3n(CC(=O)c3ccccc3)c2=O)cc(OC)c1OC | 13% | 1% | -6% | 2% | -8 | 4% | 0 | 0% | -14%
Cc1ccc(CN2CCC(N3CCC(C(=O)NCC4CCCO4)CC3)CC2)o1 (configuration not stated) | -3% | 1% | 1%[7.66 µM] | 13% | -8 | -2% | 18 | -3% | 2%
Cc1c(C(=O)N2CCN(c3ccccn3)CC2)sc2ncnc(N3CCN(c4ccccc4)CC3)c12 | -9% | -5% | -7% | 13% | 3 | 1% | -18 | 3% | ?
COC(=O)C[C@@H]1C=C[C@@H](NC(=O)c2cccnc2)[C@@H](CO)O1 | 18% | 8% | -1% | . | 7 | . | 3 | 5% | -2%
CCCn1c(SCC(=O)Nc2cc(C)on2)nc2c1c(=O)n(C)c(=O)n2C | 14% | -11% | 3% | -7% | -3 | -8% | 10 | 6% | ?
COC(=O)c1sc(NC(=S)NC(=O)c2ccccc2C)nc1C | -1% | -4% | ? | 2% | -7 | -8% | 0 | -7% | ?
N#Cc1ccc(C(=O)NCC2CCCCC2)cc1 | 9% | 13% | 2% | 1% | -2 | ? | 0 | ? | 11%
O=C(NCCOc1ccccc1)c1ccccc1SCC(=O)N1CCCC1 | 6% | 10% | -13% | 0% | 5 | -2% | 17 | 12% | -10%
CCOC(=O)c1[nH]cnc1C(=O)Nc1ccccc1OC | ? | 1% | 0%[0.307 µM] | -2% | -6 | 1% | 9 | 5% | ?
Cc1ccc(CNC(=O)Cc2c(C(=O)O)c(C)cn2C)cc1 | . | . | -8% | . | 8 | . | . | 16% | ?
CC(=O)N1CCCC1c1nc2ccccc2n1Cc1c(F)cccc1Cl (configuration not stated) | . | . | 0% | . | -1 | . | . | 9% | -8%
C/C(CC(=O)Nc1ccc2c(c1)OCCO2)=N\NC(=O)c1ccc([N+](=O)[O-])cc1Cl | 2% | -14% | 13% | 1% | -3 | 4% | 7 | 2% | 40%
Cn1c(=O)c2c(nc(SCC(=O)O)n2Cc2cccc(C(F)(F)F)c2)n(C)c1=O | 1% | 0% | 0% | 0% | -6 | -1% | 13 | 1% | 13%
COCCN(CC(=O)Nc1cccc(C)c1)S(=O)(=O)c1ccc(S(=O)(=O)N2CCCC2)cc1 | -26% | -21% | 0% | -3% | -1 | 0% | -1 | -6% | -6%
SMILES | HT1080-NT tox | HT1080 IDH1KD tx | HEK293 tox | MCF10A rereplic | DRD3 agonist | SW480 rereplic | IL-1B inflam inh | KB-3-1 cytotox | KB-V1 cytotox
CCCSc1cc(NCCOC(=O)CCC)c([N+](=O)[O-])c2nonc12 | -2% | ? | ? | ? | 1 | 8% | -19 | 2% | -8%
O=S(=O)(/N=C(\Sc1ccc(Cl)cc1)c1ccccc1)c1ccccc1 | 4% | 3% | 2% | 6% | 2 | -3% | -113* | 0% | 0%
COc1cc(C(=O)Nc2ccc3oc(-c4cccnc4)nc3c2)cc(OC)c1OC | -4%&1% | 14%&9% | -13% | ? | 6 | -19% | -3 | 18% | 15µM*
O=C(COc1cccc(NC(=O)c2ccco2)c1)c1ccccc1 | -10% | ? | -27% | 12% | -4 | 0% | -3 | 0% | 0%
CC1CCN(c2c(NCc3ccc(C(=O)NCc4cccnc4)cc3)c(=O)c2=O)CC1 | 0% | -4% | 2% | 0% | 0 | -20% | -1 | 1% | -5%
CCCc1nc2ccccc2c(=O)n1NC(=O)c1c(O)c2ccccc2[nH]c1=O | ? | 11µM* | -5% | 3% | 2 | 2% | -13 | -10% | 7.3µM*
Cc1ccc2c(CC(=O)OC(C)C(=O)NCc3ccc4c(c3)OCO4)coc2c1 (configuration not stated) | 8% | 11% | -13% | 9% | -1 | 0% | 19 | 3% | 4%
CC1CCCC12NC(=O)NC2=O (configuration not stated) | 15% | 16% | -8% | -1% | 6 | -2% | 5 | 18% | 2%
Cc1cc(C(=O)Nc2cccnc2Cl)on1 | 12% | 13% | 4% | 1% | -2 | 1% | 47 | 5% | 30%
O=C(COC(=O)/C=C/c1cccs1)NC1CCCCC1 | 22% | 8% | 1% | 0% | 2 | -3% | 35 | 8% | ?
CN(C)S(=O)(=O)N1CCC(Oc2cccc(C(=O)NCCCC3CCCC3)c2)CC1 | ? | ? | -10% | ? | -4 | 39% | ? | 15µM* | ?
CCCCOC(=O)Nc1cc(Cl)ccc1C | 14% | -3% | 4% | 0% | 1 | -4% | 2 | -4% | 30%
CC(C)Cc1nnc(NC(=O)CN2C(=O)NC3(CC(C)CC(C)(C)C3)C2=O)s1 (configuration not stated) | 11% | 7% | 4% | -1% | -1 | 4% | -13 | 0% | -5%
O=C(c1cc(F)ccc1F)C1CCCN(C(=O)CCN2CCCCO2)C1 (configuration not stated) | -1% | -4% | -1% | -3% | -2 | 4% | 4 | 11% | -15%
COc1cccc(NC(=O)CN(C)C(=O)c2ccc(N3CCCCC3)c([N+](=O)[O-])c2)c1 | -8% | -4% | -18% | 2% | -11 | 19% | 22 | 1% | ?
Cc1ccc(S(=O)(=O)N2[C@H](CC(=O)c3ccc(F)cc3)OC[C@@H]2C)cc1 | 2% | -16% | -9% | . | 2 | . | 16 | -7% | ?
COc1ccc2cc(-c3nc4ccccc4n3C)c(=O)oc2c1 | -1% | 0% | 46%[activator] | -1% | -1 | 13% | -15 | -14% | -20%
CCOc1cc(Cn2c(-c3ccc(O)c(OCC)c3)nc3ccccc32)ccc1O | . | . | 3% | . | 7 | . | . | 6% | -9%
O=C(N/N=C/c1cn(-c2ccccc2)nc1-c1cc2ccccc2o1)c1ccccc1Br | ? | 12µM* | 0% | ? | -27 | 3% | 1 | ? | ?
NC(=O)c1ccc(C(F)(F)F)n(Cc2cccc(Cl)c2)c1=O | ? | ? | -23% | 8% | 2 | 1% | -5 | 4% | -2%
CC1CCN(C(=O)CN2c3ccc(Br)cc3-c3ccccc3S2(=O)=O)CC1 | . | . | 0% | . | -5 | . | . | -13% | -26%
Cc1ccccc1CNC(=O)CN(c1ccccc1Cl)S(C)(=O)=O | 10% | 0% | -13% | 5% | -1 | 5% | 0 | 11% | 3%

Some of the entries so far, in markdown:
| canonical_smiles | HT1080-NT tox | HT1080 IDH1KD tx | HEK293 tox | MCF10A rereplic | DRD3 agonist | SW480 rereplic | IL-1B inflam inh | KB-3-1 cytotox | KB-V1 cytotox |
| --- | --- | --- | --- | --- | --- | --- | --- | --- | --- |
| Cc1ccc(-n2nc(C)c3c(C)c(CCC(=O)NCc4ccco4)c(C)nc32)cc1 | -1% | -1% | 2% | ? | 0 | 2% | -22 | -9% | -16% |
| CN(C)CCN(C(=O)c1ccc2ccccc2c1)c1nc2cc3c(cc2s1)OCO3 | -10% | -5% | 1% | . | -3 | . | -5 | 0% | 6% |
| Cc1cccc(C(=O)NNC(=O)c2cccc([N+](=O)[O-])c2)c1 | 3% | 16% | 1%[7.66 µM] | 5% | 3 | -7% | 15 | 5% | 0% |
| O=C(Oc1ccc(F)cc1)c1cccnc1 | 3% | 20% | -6% | 0% | 3 | -13% | 6 | 3% | 4% |
| CCOC(=O)C1CCCN(C(=O)c2ccc(C)c(NC(=O)C3=C(C)OCCS3)c2)C1 (configuration not stated) | 4% | 7% | 9% | 2% | 15 | 0% | 15 | -4% | ? |
| CCOc1ccc(OCC)c(NC(=O)C2COc3ccccc3O2)c1 (configuration not stated) | 2% | -11% | 10% | ? | -2 | 2% | 17 | -3% | 21µM* |
| O=C(Nc1ccc(OC(F)(F)F)cc1)c1cnccn1 | -14% | -2% | 0% | ? | 6 | ? | 8 | 2% | ? |
| Cc1nnc(NC(=O)c2ccc(S(=O)(=O)N3CCCCC3C)cc2)o1 (configuration not stated) | -5% | -14% | 0% | 15% | 0 | 17% | -10 | -8% | ? |
